S-ASM inh: human S-ASM enzyme inhibition; P17405; placental ASM, HMU-PC fluorogenic substrate, 60 min; Potency, µM (highest dose often 57.5 µM), without a hit: at the highest dose activity change, negative = inhibition, most hits filed as inhibitors; hit rate 0.006% among 340,000; AID 504937; note: potency is the fitted concentration of half-maximal effect
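Steps: dispense placental human ASM, pin compound, wait 10 min at room temperature, add HMU-PC0 substrate at 9 uM final, incubate 60 min at 37 °C, add stop solution raising pH to 10, read fluorescence.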
TCR act: activators of T cell receptors. primary human leukocytes, anti-CD3, IL-2 HTRF, 48 h. AID 504894. Potency, µM (highest dose often 9.22 µM), for the others: top-dose activation of IL-2 secretion, actives largely listed as activators. 330,000 tested, under 10 active; note: % of control where 0% means no effect
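Compounds are tested in HTS on primary human leukocytes co-incubated with a-CD3 beads for 48 hr. IL-2 output is measured by time-resolved FRET.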
Integrin act MD: integrin-mediated muscular dystrophy alleviation activation; Potency, µM (top dose mostly 38.3 µM), without a hit: top-dose activation, actives largely listed as activators; hit rate 0.064% among 350,000; alpha7betagal myoblasts, beta-gal FDG fluorescence, 48 h;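 note: potency is the fitted concentration of half-maximal effect; 100% = response of the positive control SU9516; nearly all actives have a fitted effect of over 60% in size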
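Alpha7betagal+/- myoblasts (passage 13) were plated 16-24 hr, then exposed to compounds (1:260 dilution of DMSO stock) for 48 hours at 37C. After MPER lysis, β-galactosidase reporter activity was read as FDG fluorescence (ex 480/em 540) after 30 minutes.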
Eya2 inh: inhibitors of human Eya2 phosphatase activity; O00167; recombinant Eya2, OMFP fluorescence dephosphorylation (OMFP is methylfluorescein phosphate); Potency, µM (titrated, usually from 76.9 µM), without a hit: at the top dose activity, negative = inhibition, hits mostly inhibitors; hit rate 0.006% among 330,000; AID 488837; note: potency is the fitted concentration of half-maximal effect; % is set by controls: 0 for no effect and ±100 for the full control effect
Target sequence (O00167 whole entry, looked up): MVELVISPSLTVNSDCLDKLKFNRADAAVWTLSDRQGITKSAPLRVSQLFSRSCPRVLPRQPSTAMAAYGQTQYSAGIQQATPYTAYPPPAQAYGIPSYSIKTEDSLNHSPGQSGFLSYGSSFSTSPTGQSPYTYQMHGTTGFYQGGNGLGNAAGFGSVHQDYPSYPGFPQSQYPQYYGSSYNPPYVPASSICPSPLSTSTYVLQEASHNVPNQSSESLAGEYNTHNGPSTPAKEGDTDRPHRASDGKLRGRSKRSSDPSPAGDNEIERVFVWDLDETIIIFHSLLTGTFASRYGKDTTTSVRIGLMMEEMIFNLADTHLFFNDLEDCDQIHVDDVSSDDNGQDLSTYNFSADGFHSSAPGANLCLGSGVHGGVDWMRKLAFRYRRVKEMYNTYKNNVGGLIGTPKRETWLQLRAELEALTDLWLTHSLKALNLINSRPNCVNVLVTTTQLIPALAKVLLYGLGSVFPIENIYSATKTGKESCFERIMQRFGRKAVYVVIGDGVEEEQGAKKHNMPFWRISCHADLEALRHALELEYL
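Eya2 (0.2 uM) preincubated 10 min at ambient with compound, then OMFP substrate added at 50 uM; 10 min reaction in 50 mM HEPES pH 7.5, 50 mM NaCl, 5 uM MgCl2, 0.05% BSA, 1 mM DTT. Fluorescence read at Ex 485/Em 525 nm.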
A-T KAP1 phos: candidate therapy for ataxia-telangiectasia | hit rate 0.19% among 320,000 | […] A-T fibroblasts, KAP-1 phosphorylation AlphaLISA; neocarzinostatin DNA damage 30 min before lysis | Potency, µM (top dose mostly 57.5 µM), for inactives: top-dose activation, hits mostly activators; note: potency is the fitted concentration of half-maximal effect; % of control where 0% means no effect; nearly all actives have a fitted effect of over 45% in size
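ATM-like activity read as KAP-1 phosphorylation via AlphaLISA donor/acceptor antibody pairs after lysis and 6 hr at 25C. Cells were ATM-null patient fibroblasts ([…], hTERT), dosed 60 min, then exposed to the DSB inducer NCS for 30 min.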
TSHR antagonist: blocks TSH signaling through the human TSH receptor. P16473. hit rate 0.2% among 330,000. activity change, negative = inhibition, % at 11.5 µM. TSHR-expressing cells, TSH-stimulated cAMP HTRF, 2 h; hits give low values;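 active = activity change below a set negative limit, meaning inhibition stronger than a set level, cut at about -70% in these data; inconclusive = activity change between two set negative limits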; note: % is set by controls: 0 for no effect and ±100 for the full control effect
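Freshly harvested TSHR cells receive pin-tooled compound, then EC80 TSH at 4nM final. After 2 hours at 37 deg C, antibody in lysis buffer and cAMP-d2 are added; 30 minutes at ambient temperature precede the HTRF read.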
ELG1 DNA repair: ELG1-dependent DNA repair inhibition; Potency, µM (doses to about 46.1 µM), for inactives: at the highest dose activity change, negative = inhibition, most hits filed as inhibitors; HEK293T ELG1-luciferase reporter, luminescence, 16 h; DNA damage induced by 5-fluorouridine; hit rate 2.3% among 330,000; AID 504467; note: potency is the fitted concentration of half-maximal effect; % is set by controls: 0 for no effect and ±100 for the full control effect; nearly all actives have a fitted effect of over 55% in size
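Cells (2,000 per well) received 5-fluorouridine plus test compound or DMSO and were incubated 16 hr at 37 °C, 5% CO2. Luciferase activity was read by luminescence 30 min after ONE-Glo addition; signal suppression marked inhibition of damage-induced ELG1 function.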
PTAP TSG101 blk: blocks PTAP/TSG101 interaction to inhibit HIV-1 budding. Fluorescence polarization, FITC-PTAP peptide / Tsg101 binding. Potency, µM (top dose mostly 115 µM), for inactives: at the highest dose activity change, negative = inhibition, most hits filed as inhibitors. 340,000 tested, under 10 active. AID 493005; active = well fitted inhibition curve with a large enough effect in the main read-out, with a control signal flat, not every such curve was filed as active; inconclusive = small, poorly fitted or top-dose-only effect, or effect the other way, or a change in a side signal; inactive = no such curve, though single readings can be large or run the other way; note: potency is the fitted concentration of half-maximal effect; % of control where 0% means no effect
Target sequence (Q99816 whole entry, looked up): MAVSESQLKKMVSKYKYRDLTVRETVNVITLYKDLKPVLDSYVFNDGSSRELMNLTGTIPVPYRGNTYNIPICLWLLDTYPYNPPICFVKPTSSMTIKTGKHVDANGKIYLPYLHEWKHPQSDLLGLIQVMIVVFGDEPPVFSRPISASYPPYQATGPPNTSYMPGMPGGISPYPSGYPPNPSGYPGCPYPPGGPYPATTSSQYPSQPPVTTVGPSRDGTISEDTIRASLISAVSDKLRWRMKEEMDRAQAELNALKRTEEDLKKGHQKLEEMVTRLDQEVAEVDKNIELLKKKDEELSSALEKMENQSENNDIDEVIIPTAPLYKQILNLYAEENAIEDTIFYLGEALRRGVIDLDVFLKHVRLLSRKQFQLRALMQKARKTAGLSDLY
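Tsg101 binding domain (10 uM final) was mixed with compound and a FITC-labeled PTAP peptide (50 nM final) in HEPES pH 7.5 buffer with NaCl, Tween 20, EDTA and TCEP; fluorescence polarization was read after 20 min at r.t.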
Chronic BCR inh: inhibitors of chronic active B-cell receptor signaling; hit rate 0.05% among 340,000; Potency, µM (highest dose often 46.1 µM), without a hit: top-dose ratio change, negative = lower green/red ratio, most hits filed as inhibitors; ABC-DLBCL IkBa-CBG/CBR reporter, luminescence ratio, 4 h; active = well fitted inhibition curve with a large enough effect in the signal ratio, with a control signal flat, not every such curve was filed as active; inconclusive = small, poorly fitted or top-dose-only effect, or effect the other way, or a change in a side signal; the % refers to the signal ratio;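 note: potency is the fitted concentration of half-maximal effect; plate controls were basal doxycycline-induced cells for no effect and cells given 10 µM MG132 for full effect; MG132 reads +100%, hits lower the ratio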
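Concentration-response series (up to 46 uM) were applied to TMD8 dual-reporter cells for 4 h at 37C with doxycycline. Green/red ratio, after filter-overlap correction, defined %Activity; red signal alone was normalised to basal cells and zero luminescence.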
Tb PFK block: T. brucei PFK enzyme inhibition | O15648 | hit rate 0.17% among 330,000 | Potency, µM (series often up to 57.5 µM), without a hit: at the top dose activity, negative = inhibition, most hits filed as inhibitors | T. brucei PFK, ADP-Glo luminescence;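 note: potency is the fitted concentration of half-maximal effect; 0% = uninhibited 1x PFK enzyme wells and -100% = no-enzyme wells; nearly all actives have a fitted effect of over 60% in size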
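Activity is normalized to no-enzyme wells (full inhibition) and 1.25 nM enzyme wells (no inhibition). Reaction: 0.5 mM F6P, 0.1 mM ATP, 45 min RT, ADP-Glo luminescence; concentration-response curves fitted and classed by quality.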
Mito fusion yeast: inhibitors of mitochondrial division or activators of mitochondrial fusion; Potency, µM (top dose mostly 46.1 µM), for the others: at the top dose growth rescue (activation), actives largely listed as activators; AID 485298; hit rate 0.23% among 320,000; S. cerevisiae fusion-defective mutant growth rescue, CellTiterGlo 48 h;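 note: potency is the fitted concentration of half-maximal effect; % of control where 0% means no effect; nearly all actives have a fitted effect of over 45% in size; temperature-sensitive fusion mutants such as fzo1-1 at 37 °C on non-fermentable ethanol glycerol medium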
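S. cerevisiae fusion-defective temperature-sensitive mutants (e.g. fzo1-1, mgm1-5) grown 48 h at 37C in YPEG (ethanol/glycerol non-fermentable) medium with 23 nl compound per well; growth rescue read as CellTiterGlo luminescence.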
An asterisk follows results filed as active; ? = inconclusive; / = not tested or not shown; [ ] = another dose, or the depositor's remark. Unless noted, calls come from the whole dose curve; as a rule, active = well fitted curve in the direction sought with a large enough effect; inconclusive = small, poorly fitted or top-dose-only effect, or another doubt; inactive = no such curve, though single readings can be large; an effect the other way counts as inactive or inconclusive.

SMILES | S-ASM inh | TCR act | Integrin act MD | Eya2 inh | A-T KAP1 phos | TSHR antagonist | ELG1 DNA repair | PTAP TSG101 blk | Chronic BCR inh | Tb PFK block | Mito fusion yeast
Cc1ccc(-n2nc(C(=O)O)c(O)cc2=O)cc1 | 4% | -2% | 20% | 12% | -1% | -3 | 2% | -6% | -1% | 2% | -2%
COc1ccc(O)c(CN2CCCC(N3CCc4ccccc4C3)C2)c1 (configuration not stated) | 4% | -9% | 16% | 1% | 3% | 8 | -6% | -6% | 1% | -11% | -2%
Cc1ccc(N(C(=O)c2csnn2)C(C(=O)NC(C)(C)C)c2cccnc2)cc1 (configuration not stated) | -1% | -1% | -13% | -4% | 6% | -6 | 9% | -1% | -1% | -1% | 0%
C/C(=N\O)C(=O)NCCN(C)C | -1% | -2%[46.1 µM] | 8% | 7% | 3% | -4 | ? | 0% | -1% | 0% | -4%
Cc1nonc1NCn1nnc2ccccc21 | 3% | -1% | 24% | 7% | -7% | 2 | 0% | -7% | 4% | 3% | 2%
Cc1cc(=O)[nH]c(SCC(N)=O)c1C#N | 1% | 6% | 6% | 12% | 1% | 7 | 0% | 1% | 21% | 1% | -3%
Cc1nn(-c2ccccc2)c(C)c1/C=N/NC(=O)CSc1nc2ccccc2c(=O)n1-c1ccccc1 | -7% | -7%[46.1 µM] | -27% | 4% | 6% | -10 | 16µM* | -4% | -9% | -1% | 2%
Cc1ccccc1CS(=O)(=O)Cc1ccc(C(=O)N2CCOCC2)o1 | 1% | -1% | 5% | 8% | 6% | 11 | -3% | 0% | -1% | 3% | 1%
CCCn1c(=O)c(F)cn(Cc2ccc(OC)c([N+](=O)[O-])c2)c1=O | -2% | 2% | -4% | 6% | -2% | -6 | 0% | -3% | -2% | 0% | 1%
Cn1c(N=Nc2ccccc2)nc2ccccc21 | -7% | -13%[46.1 µM] | -7% | 6% | -5% | -1 | ? | -10% | ? | 12µM* | -22%
COC(=O)c1cccc(CSC(=S)N2CCCC2)c1 | 55% | 0% | -20% | 16% | 18% | -3 | 27% | 0% | -1% | 1% | 0%
C=CCSc1nnc(NC(=O)CSc2nc(CCC)cc(=O)[nH]2)s1 | 2% | 1% | 1% | -8% | -4% | -17 | 0% | -2% | 1% | -4% | -1%
CCOc1ccc(C2=C/C(=C/c3cccnc3)C(=O)O2)cc1 | 294%[activator] | -9% | -49%[inhibitor] | 2% | 2% | -1 | 16% | 1% | ? | 1% | -2%
O=C(N=C1SC2CS(=O)(=O)CC2N1c1cccc(Cl)c1Cl)C1CC1 (configuration not stated) | -1% | -1% | 32% | 8% | 17% | 3 | 13% | -2% | -5% | -3% | -2%
NC(=O)C1CCN(C(=O)CCC(=O)N2CCOc3ccc(Cl)cc32)CC1 | 3% | 2% | 1% | 11% | -1% | 3 | 10% | 0% | -19% | ? | -3%
Cc1cccc(-c2nnc(-c3ccc(N)cc3)o2)c1 | 121%[activator] | -19% | 8% | 3% | 10% | -3 | ? | -4% | ? | -11% | 14%
O=C(NC(NC1CCS(=O)(=O)C1)C(Cl)(Cl)Cl)c1cccc(Cl)c1 (configuration not stated) | 1% | 3% | 13% | 3% | 9% | 0 | 3% | -1% | 0% | 4% | 6%
CCOC(=O)c1c(NC(=O)Cn2nc(C(F)(F)F)cc2C)sc2c1CCC2 | -4% | 25%[46.1 µM] | -30% | -2% | 2% | -8 | -12% | -6% | 4% | 2% | 1%
Cc1cc(C)c(NC(=O)Cc2ccc(-n3cccc3)cc2)c(C)c1 | 3% | -5%[46.1 µM] | 16% | 7% | 1% | 5 | 0% | -2% | 0% | -6% | 0%
O=C(N/N=C/c1ccc2c(c1)OCO2)c1cccc(NC(=O)c2ccccc2Cl)c1 | -8% | -6% | -15% | -2% | 0% | -9 | ? | 4% | ? | 3% | 0%
O=C(COC(=O)c1ccc([N+](=O)[O-])s1)NCc1ccc(F)cc1 | -2% | 6%[46.1 µM] | -15% | -4% | 16% | 9 | 7% | 0% | 0% | -1% | -16%
CS(=O)(=O)c1ccc(Cl)c(NC(=O)CCN2C(=O)NC3(CCCC3)C2=O)c1 | -2% | 0%[46.1 µM] | 8% | -13% | 0% | 0 | 0% | -4% | ? | 2% | /
COCCCC1CCN(C(=O)C2CCC(=O)N(Cc3ccccc3F)C2)CC1 (configuration not stated) | 2% | -11% | -13% | 3% | 12% | -9 | 11% | / | 2% | 3% | 3%
COc1ccc(OC)c(-n2c(C)ccc2-c2ccc(S(C)(=O)=O)cc2)c1 | 39% | -1% | 1% | -10% | -1% | 55 | 0% | -4% | ? | -4% | 2%
Cc1noc(C)c1C(=O)N(CC(=O)Nc1ccccc1Br)Cc1ccco1 | 1% | 2% | 10% | 18% | -6% | 17 | 12% | 1% | 0% | -4% | 1%
O=C(NCc1ccccc1)C1CCCN(S(=O)(=O)c2cccnc2)C1 (configuration not stated) | 4% | 4% | 23% | 1% | 3% | 8 | 17% | 71%[activator] | -1% | 2% | 8%
Cc1cc(O)ccc1NC(=O)c1ccccc1 | -1% | -5% | 6% | -17% | 6% | 6 | -3% | -2% | -13% | -1% | 1%
Cc1cc(=O)oc2cc(NC(=O)C(CCCN=C(N)N)NC(=O)OCc3ccccc3)ccc12 (configuration not stated) | 0% | -4% | -17% | 2% | 0% | 18 | 0% | -2% | 1% | -15% | 17%
O=C(NCc1ccccn1)C1CCCN(S(=O)(=O)c2ccccc2)C1 (configuration not stated) | 5% | -3% | 0% | 8% | 1% | -2 | -3% | -1% | -1% | -6% | -1%
COC(=O)[C@H](CC(C)C)N(Cc1ccccc1)S(=O)(=O)N(Cc1ccccc1)[C@@H](CC(C)C)C(=O)OC | 1% | 8% | 10% | 0% | 10% | -8 | -10% | -9% | 2% | 3% | /
O=S(=O)(c1ccc(F)c(F)c1F)N1CCN(C(=S)Nc2ccccc2)CC1 | 1% | -50% | -43% | -9% | 10% | 7 | ? | -1% | -7% | -4% | -2%
CCOC(=O)c1cnc(-n2nc(C)cc2C)nc1NC1CCCCC1 | -7% | 4% | ? | 1% | -5% | -43 | -17% | 1% | 0% | -28% | -3%
Cc1cc(C(=O)COc2ccc(-c3nnco3)cc2)c(C)n1Cc1ccccc1 | 0% | 8% | -22% | -1% | 2% | -28 | ? | -1% | -11% | 0% | 19%
COc1cc(C(=O)Nc2ccc3c(c2)OCO3)ccc1OCc1c(C)noc1C | 0% | 0% | 16% | -1% | 6% | 5 | -2% | -5% | 3% | -1% | 1%
O=C(c1ccc(Cl)cc1)C1CCCN(Cc2cnn(-c3ccccc3)c2)C1 (configuration not stated) | -4% | -4% | -27% | -18% | / | 0 | -22% | 1% | -5% | 3% | -10%
CCN(CC)S(=O)(=O)c1cc(OC)c(C)cc1C | 4% | 0% | 14% | -6% | -3% | -12 | -13% | -1% | -1% | -5% | 1%
O=C(NCCCCNC(=O)c1cccnc1Cl)c1cccnc1Cl | 4% | 8% | 36% | 5% | 7% | -13 | -1% | -5% | ? | 0% | 1%
CCOC(=O)c1sc2nc(CSc3ccccc3)nc(N3CCC(C(N)=O)CC3)c2c1C | -6% | 1% | 13% | -9% | -2% | -10 | 18µM* | 3% | 16% | 0% | 0%
Cc1ccc(S(=O)(=O)N2CCCOC2CNC(=O)C(=O)NCc2cccs2)cc1 (configuration not stated) | -3% | 3%[46.1 µM] | -10% | 2% | -12% | 3 | 2% | -1% | ? | -3% | 27%
CC(C)CNC(=S)N(CCN(C)C)Cc1cc2cc3c(cc2[nH]c1=O)OCO3 | 11% | -19% | -1% | -6% | -11% | 11 | -7% | -2% | -1% | 3% | -2%
